HIF activator: HIF pathway transcriptional activation. U2OS HRE-luciferase reporter, luminescence; normalized: DMSO 0%, desferrioxamine 100%. activation, % at 7.5 µM (by protocol). 0.32% of 300,000 active. AID 1910;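 active = mean activation of at least 10% of the iron chelator positive control signal, with at least half of replicates also reaching 10%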
IEC-6 cytotox: kills IEC-6 intestinal cells in KLF5 counter-screen; IEC-6 cytotoxicity, luminescence viability; inhibition, % at 5 µM; 0.78% of 290,000 active; in the data active = inhibition above about 22%;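 note: 0% = plate median of test compound wells and 100% = cytotoxic reference compound wells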
HSF1 activator: increases HSF-1 driven luciferase reporter signal; activation, % at 9 µM; NIH3T3-HGL HSF-1 luciferase reporter, MG132, 8 h; 100% = twice DMSO control signal; AID 504408; 1.7% of 300,000 active;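 active = mean replicate activation of at least 50% with a set share of replicates each reaching 50%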;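 note: 0% = median of the neutral control wells and 100% = twice that signal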
aSyn 5UTR inh: MLPCN primary screen, SNCA 5' untranslated region. alpha-synuclein 5'UTR reporter, inhibitor activity. inhibition, % (tested at 7.5 µM). 0.82% of 300,000 active; in the data active = inhibition above about 60%;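 note: H4 neuroglioblastoma cells stably carrying SNCA 5'UTR luciferase fusion; 0% = DMSO wells and 100% = positive control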
Platelet DG rel: modulates dense granule release in human platelets; human platelet-rich plasma, SFLLRN dense granule ATP release, luminescence; 0.22% of 300,000 active; inhibition, %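 (compounds screened at 7.5 µM in platelet-rich plasma)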;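 active = mean replicate score, as percent of positive control, at or above 50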
KLF5 inh: inhibitors of KLF5 expression; DLD-1 KLF5 promoter-luciferase reporter, luminescence; 0.23% of 290,000 active; inhibition, % at 5 µM;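 active = inhibition above a per-plate limit of that plate's mean compound inhibition plus 3 SD, cut at about 60% in these data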;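 note: 0% = DMSO wells and 100% = LY294002 at 200 µM; higher means less KLF5 promoter-driven luciferase light; inactives centre near -14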
HSP90 refold inh: blocks HSP90-mediated luciferase refolding in reticulocyte lysate; inhibition, % at 5.6 µM; Rabbit reticulocyte lysate, luciferase refolding luminescence, 3 h; 0.91% of 290,000 active;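 active = inhibition above the screen-wide mean plus 3 SD, computed separately per campaign, cut at about 16% in these data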;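 note: 0% = DMSO wells and 100% = 60 µM geldanamycin wells; inhibitors lower the luminescence because luciferase stays unfolded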
HSF1 inh: HSF1 inhibition | NIH3T3-HGL HSE-luciferase, MG132-induced, luminescence 8 h; hits give low values | activity change, negative = inhibition, % at 7.5 µM (by protocol) | 0.77% of 300,000 active;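 active = more than half of replicate wells show activity change below -50%, luminescence cut by over half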;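 note: luciferase reports HSF-1 transcriptional activity via heat shock element; 0% = median of DMSO wells and -100% = zero luminescence signal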
AI-2 QS mod: Vibrio harveyi AI-2 quorum sensing modulation. Vibrio harveyi JMH597 AI-2 luminescence/OD600 ratio, 9 h; hits give low values; strain lacks LuxN and CqsS sensors; 0 = neutral-control median. activity change, % at 7.5 µM. 0.4% of 300,000 active; in the data active = activity change below about -75%, passing the limit was not always enough;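 note: luminescence divided by OD600 gain over 9 h not by final OD600 alone; inactives centre near 13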
SKKanGAS inh: blocks kanamycin growth of S. pyogenes SKKanGAS strain | BacTiter-Glo, 6 h | inhibition, % at 7.5 µM | 1.3% of 300,000 active | AID 1662;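 active = mean replicate score, as percent of positive control median, at least 50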;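 note: strain carries kanamycin resistance gene driven by streptokinase promoter and grows in 40 µg/ml kanamycin; loss of luminescence reflects streptokinase promoter inhibition or plain growth inhibition; 0% = median of DMSO wells and 100% = positive control at its reference dose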
Starred values were filed as active, the others as inactive.

What do the screens show for `Cc1ccc(CNC(=O)CN2CCCC(C)C2)cc1` (centres undefined)?
HIF activator: 0.0; IEC-6 cytotox: 4; HSF1 activator: -4; aSyn 5UTR inh: -1; Platelet DG rel: 0; KLF5 inh: -11; HSP90 refold inh: 2; HSF1 inh: 1; AI-2 QS mod: 10; SKKanGAS inh: -1

Results for Cn1c2ccccc2c2cc(/C=N/NC(=O)c3cc(O)ccc3O)ccc21 ?
HIF activator: -0.1; IEC-6 cytotox: 3; HSF1 activator: -1; aSyn 5UTR inh: 19; Platelet DG rel: -2; KLF5 inh: -27; HSP90 refold inh: 3; HSF1 inh: -6; AI-2 QS mod: -47; SKKanGAS inh: 9

How did CC(/C=N/N1CCN(Cc2ccccc2)CC1)=C\c1ccccc1 do in these assays?
HIF activator: 0.3; IEC-6 cytotox: 0; HSF1 activator: 18; aSyn 5UTR inh: -26; Platelet DG rel: 3; KLF5 inh: 5; HSP90 refold inh: 0; HSF1 inh: 14; AI-2 QS mod: 3; SKKanGAS inh: 2

Results for COc1ccc(NC(=O)CCCN2C(=O)/C(=C\c3ccco3)SC2=S)cc1 ?
HIF activator: -0.1; IEC-6 cytotox: -10; HSF1 activator: 18; aSyn 5UTR inh: -33; Platelet DG rel: -3; KLF5 inh: -18; HSP90 refold inh: 0; HSF1 inh: -5; AI-2 QS mod: 20; SKKanGAS inh: 0

What do the screens show for `Cn1c(=O)[nH]c(=O)c2c1nc(N1CCOCC1)n2CCSc1nnnn1-c1ccccc1`?
HIF activator: -0.3; IEC-6 cytotox: 0; HSF1 activator: 0; aSyn 5UTR inh: -7; Platelet DG rel: -3; KLF5 inh: -26; HSP90 refold inh: -2; HSF1 inh: -2; AI-2 QS mod: 5; SKKanGAS inh: -6

How did O=C1c2cccc(Sc3ccccc3)c2C(=O)c2c(Sc3ccccc3)cccc21 do in these assays?
HIF activator: 0.1; IEC-6 cytotox: -1; aSyn 5UTR inh: -33; Platelet DG rel: -13; KLF5 inh: -2; HSP90 refold inh: 3; HSF1 inh: -2; AI-2 QS mod: 11; SKKanGAS inh: -4

What do the screens show for `CC(C(=O)OCC(=O)Nc1cccc(S(=O)(=O)N2CCOCC2)c1)N1C(=O)c2ccccc2C1=O` (centres undefined)?
HIF activator: -0.2; IEC-6 cytotox: 0; HSF1 activator: 2; aSyn 5UTR inh: -21; Platelet DG rel: 1; KLF5 inh: -40; HSP90 refold inh: -3; HSF1 inh: 9; AI-2 QS mod: 13; SKKanGAS inh: 10

How did O=C(NC(=S)Nc1ccccc1N1CCCCC1)c1ccc(F)cc1 do in these assays?
HIF activator: -0.1; IEC-6 cytotox: 2; HSF1 activator: -9; aSyn 5UTR inh: 3; Platelet DG rel: 1; KLF5 inh: -10; HSP90 refold inh: 1; HSF1 inh: -8; AI-2 QS mod: 19; SKKanGAS inh: 11

How did Cc1ccccc1NC1=C(Cl)C(=O)OC1OC(=O)c1ccccc1C (centres undefined) do in these assays?
HIF activator: -0.4; IEC-6 cytotox: -2; HSF1 activator: 15; aSyn 5UTR inh: -37; Platelet DG rel: 4; KLF5 inh: 1; HSP90 refold inh: 1; HSF1 inh: 2; AI-2 QS mod: 5; SKKanGAS inh: 16

What do the screens show for `Cc1nc2ccccc2c(=O)n1NC(=O)c1c(F)cccc1F`?
HIF activator: 0.0; IEC-6 cytotox: 7; HSF1 activator: -13; aSyn 5UTR inh: 18; Platelet DG rel: 19; KLF5 inh: -24; HSP90 refold inh: 3; HSF1 inh: -8; AI-2 QS mod: 3; SKKanGAS inh: -1

How did CCOc1ccc2nc(N3CCCC(C(=O)N4CCN(CC)CC4)C3)sc2c1 (centres undefined) do in these assays?
HIF activator: 1.4; IEC-6 cytotox: 4; HSF1 activator: -8; aSyn 5UTR inh: -96; Platelet DG rel: -6; KLF5 inh: -62; HSP90 refold inh: -6; HSF1 inh: 12; AI-2 QS mod: 10; SKKanGAS inh: -1

How did CCC(=O)Nc1ccc2c(c1)nc(CCN1CCCCC1)n2C do in these assays?
HIF activator: 0.3; IEC-6 cytotox: -3; HSF1 activator: 11; aSyn 5UTR inh: -6; Platelet DG rel: -1; KLF5 inh: -25; HSP90 refold inh: 3; HSF1 inh: 10; AI-2 QS mod: 1; SKKanGAS inh: -1

How did COc1ccccc1C/C(N)=N/OC(=O)c1ccco1 do in these assays?
HIF activator: -0.4; IEC-6 cytotox: -2; HSF1 activator: 9; aSyn 5UTR inh: -29; Platelet DG rel: -4; KLF5 inh: -32; HSP90 refold inh: 2; HSF1 inh: -5; AI-2 QS mod: 23; SKKanGAS inh: 0

What do the screens show for `O=C(c1ccc2c(c1)OCO2)N1CCN(C(=O)c2ccco2)CC1`?
HIF activator: 0.1; IEC-6 cytotox: 2; HSF1 activator: 13; aSyn 5UTR inh: -8; Platelet DG rel: -8; KLF5 inh: -23; HSP90 refold inh: 0; HSF1 inh: -2; AI-2 QS mod: 32; SKKanGAS inh: -1

Results for COc1ccc(NC(=O)c2ccc(-c3csc(C)n3)cc2)cc1 ?
HIF activator: -22; IEC-6 cytotox: 2; HSF1 activator: 30; aSyn 5UTR inh: -195; Platelet DG rel: -2; KLF5 inh: -77; HSP90 refold inh: 1; HSF1 inh: 8; AI-2 QS mod: 33; SKKanGAS inh: -8

Results for COC(=O)c1sccc1NC(=O)CSc1cccc(Cl)c1Cl ?
HIF activator: 0.0; IEC-6 cytotox: 3; HSF1 activator: 23; aSyn 5UTR inh: -24; Platelet DG rel: 9; KLF5 inh: -35; HSP90 refold inh: 0; HSF1 inh: 8; AI-2 QS mod: -3; SKKanGAS inh: 24

How did CCC1Oc2ccc(C)cc2N(CC(=O)N2CCCC2)C1=O (centres undefined) do in these assays?
HIF activator: -44; IEC-6 cytotox: -1; HSF1 activator: 26; aSyn 5UTR inh: 20; Platelet DG rel: -9; KLF5 inh: -33; HSP90 refold inh: -4; HSF1 inh: 5; AI-2 QS mod: 1; SKKanGAS inh: 16

Results for CCOC(=O)CN1C(=O)CSc2ccc(S(=O)(=O)N3CCOCC3)cc21 ?
HIF activator: 0.1; IEC-6 cytotox: -1; HSF1 activator: -6; aSyn 5UTR inh: -1; Platelet DG rel: -7; KLF5 inh: -13; HSP90 refold inh: -4; HSF1 inh: -3; AI-2 QS mod: 12; SKKanGAS inh: -3

What do the screens show for `Cn1c(=O)n(CCCO)c(=O)c2c1nc1n2CCCN1Cc1ccccc1`?
HIF activator: 0.2; IEC-6 cytotox: 3; HSF1 activator: 2; aSyn 5UTR inh: -5; Platelet DG rel: 14; KLF5 inh: -6; HSP90 refold inh: 1; HSF1 inh: 1; AI-2 QS mod: 23; SKKanGAS inh: -1

What do the screens show for `COc1ccc(Cl)cc1N(CC(=O)NCCSCc1ccccc1)S(C)(=O)=O`?
HIF activator: 1.0; IEC-6 cytotox: 0; HSF1 activator: 23; aSyn 5UTR inh: 6; Platelet DG rel: 7; KLF5 inh: -17; HSP90 refold inh: 4; HSF1 inh: 0; AI-2 QS mod: 0; SKKanGAS inh: 2

What do the screens show for `CC1CCCC(NC(=O)C2CCN(S(=O)(=O)c3cnc[nH]3)CC2)C1C` (centres undefined)?
HIF activator: 3.0; IEC-6 cytotox: -12; HSF1 activator: -2; aSyn 5UTR inh: -9; Platelet DG rel: -12; KLF5 inh: -31; HSP90 refold inh: -6; HSF1 inh: -3; AI-2 QS mod: 20; SKKanGAS inh: 3

Results for CCCCNC(=O)CC1Nc2ccccc2NC1=O (centres undefined) ?
HIF activator: 0.2; IEC-6 cytotox: 5; HSF1 activator: 12; aSyn 5UTR inh: -4; Platelet DG rel: 10; KLF5 inh: 2; HSP90 refold inh: -2; HSF1 inh: -1; AI-2 QS mod: 11; SKKanGAS inh: 10

How did O=C(Nc1cccc(F)c1)c1cccc2c1C(=O)N(C1CCCCC1)C2 do in these assays?
HIF activator: 0.4; IEC-6 cytotox: -8; HSF1 activator: -5; aSyn 5UTR inh: 18; Platelet DG rel: -1; KLF5 inh: 0; HSP90 refold inh: -5; HSF1 inh: -6; AI-2 QS mod: 19; SKKanGAS inh: 10

What do the screens show for `CC1(C)CC(=O)C2=C(C1)Nc1ccccc1NC2c1ccc([N+](=O)[O-])cc1` (centres undefined)?
HIF activator: 0.4; HSF1 activator: -16; aSyn 5UTR inh: -2; Platelet DG rel: -1; HSF1 inh: 1; AI-2 QS mod: 11; SKKanGAS inh: 4

What do the screens show for `CCOc1ccc(C(=O)Nc2nnn(CC)n2)cc1`?
HIF activator: 1.1; IEC-6 cytotox: 0; HSF1 activator: 11; aSyn 5UTR inh: -86; Platelet DG rel: 6; KLF5 inh: -82; HSP90 refold inh: 16*; HSF1 inh: 13; AI-2 QS mod: 24; SKKanGAS inh: 4

What do the screens show for `Nc1nc(-c2ccccc2)c(N=Nc2cccnc2)s1`?
HIF activator: 0.8; IEC-6 cytotox: 7; HSF1 activator: -8; aSyn 5UTR inh: 3; Platelet DG rel: 23; KLF5 inh: -12; HSP90 refold inh: -2; HSF1 inh: -16; AI-2 QS mod: -4; SKKanGAS inh: -9

Results for O=C1C2C3C=CC(C3=C3CCCCC3)C2C(=O)N1Cc1ccccc1 (centres undefined) ?
HIF activator: -0.5; IEC-6 cytotox: -2; HSF1 activator: 9; aSyn 5UTR inh: 16; Platelet DG rel: 1; KLF5 inh: -12; HSP90 refold inh: 0; HSF1 inh: 7; AI-2 QS mod: 5; SKKanGAS inh: 2

Results for O=C(COc1ccc([N+](=O)[O-])cc1)Nc1ccncc1 ?
HIF activator: -0.1; IEC-6 cytotox: 0; HSF1 activator: -5; aSyn 5UTR inh: -8; Platelet DG rel: 2; KLF5 inh: -12; HSP90 refold inh: -1; HSF1 inh: 0; AI-2 QS mod: 1; SKKanGAS inh: 0

Results for CCCc1cc(=O)oc2cc(OCc3cccc(OC)c3)c(Cl)cc12 ?
HIF activator: -0.2; IEC-6 cytotox: -2; HSF1 activator: -1; aSyn 5UTR inh: -4; Platelet DG rel: 4; KLF5 inh: -16; HSP90 refold inh: 0; HSF1 inh: 1; AI-2 QS mod: 10; SKKanGAS inh: 3

Results for CCCCN(Cc1ccccc1)c1ncnc2nc[nH]c12 ?
HIF activator: 3.1; IEC-6 cytotox: -8; HSF1 activator: 17; aSyn 5UTR inh: -63; Platelet DG rel: 9; KLF5 inh: -60; HSP90 refold inh: -5; HSF1 inh: 13; AI-2 QS mod: 19; SKKanGAS inh: 7

What do the screens show for `Cc1ccc(C(=O)Nc2nnc(S(=O)(=O)N3CCCCCC3)s2)cc1`?
HIF activator: -0.1; IEC-6 cytotox: 0; HSF1 activator: 4; aSyn 5UTR inh: -27; Platelet DG rel: -7; KLF5 inh: -5; HSP90 refold inh: 1; HSF1 inh: -2; AI-2 QS mod: 23; SKKanGAS inh: 13

What do the screens show for `Cc1ccc(S(=O)(=O)Cc2ccc(C(=O)NC3CCCC3)o2)cc1`?
HIF activator: -0.4; IEC-6 cytotox: -10; HSF1 activator: 0; aSyn 5UTR inh: -3; Platelet DG rel: -7; KLF5 inh: -13; HSP90 refold inh: 0; HSF1 inh: -8; AI-2 QS mod: 31; SKKanGAS inh: 8

Not a hit list; any-hit rate near 6%.
